Source: PubChem
VCAM1 TNFa inh = inhibitors of TNFa-induced VCAM1 expression, primary screen, imaging, HUVEC, TNFa stimulus, immunofluorescence; inhibition, % at 2 µM; hit rate 0.48% among 95,000; HUVEC TNFa-induced VCAM-1 immunofluorescence, high-content imaging;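 active = inhibition above the batch mean plus 3 SD, with images confirmed as a hit by eye, cut at about 37% in these data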;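 also: 0% = TNF-stimulated DMSO wells and 100% = unstimulated control wells; not every result past the cut was called active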
LYP inh 2 = PTPN22 phosphatase inhibitors, primary screen, biochemical, DiFMUP fluorescence, 2 µM. inhibition, % at 2 µM. AID 640, 2007. Tyrosine-protein phosphatase non-receptor type 22 (Homo sapiens), Q9Y2R2. hit rate 0.21% among 96,000. recombinant LYP catalytic domain;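 active = inhibition at 2 µM at or above a set limit, the screen mean plus 3 SD, cut at about 24% in these data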;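 also: 0% = DMSO with enzyme and 100% = enzyme fully blocked by orthovanadate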
PTK2B oligo ant = antagonists of Pyk2 self-association, primary screen, Q293 cells, FERM NanoBiT luminescence, HTS | z-score (the deposit names both 25 µM and 10 µM) | Protein-tyrosine kinase 2-beta (Homo sapiens), Q14289 | stronger effect = lower value | AID 1347419, 2020 | hit rate 0.83% among 99,000;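 active = Z-score of -3 or lower, scaled per plate to the spread of control and sample wells; inactive = z-score above -3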;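 also: negative z-score means lost luminescence so less FERM oligomerization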
HUVEC tox TNFa = cytotoxicity in TNFa-stimulated HUVEC, primary screen, cytotoxicity control for VCAM1 expression modulator project, imaging, Hoechst nuclei count; HUVEC TNFalpha-stimulated, Hoechst cell count; cell count reduction, % at 2 µM; hit rate 0.17% among 93,000;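 active = cell count reduction exceeding the screen mean by over 5 SD, scaled to untreated wells per plate, cut at about 78% in these data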;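 also: cells counted after 24 h of TNF alpha exposure following the 1 h pretreatment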
LYP act = LYP phosphatase activators, primary screen, biochemical, DiFMUP fluorescence, 2 µM; recombinant LYP; 0 = plate median, 100 = signal doubled; hit rate 0.11% among 96,000; activation, % at 2 µM; Tyrosine-protein phosphatase non-receptor type 22 (Homo sapiens), Q9Y2R2;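 active = activation at 2 µM above a set limit, the mean plus 5 SD, cut at about 37% in these data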
ERa coact inh = ERα–SRC-1 coactivator interaction inhibitors, primary screen, biochemical, TR-FRET, ERα LBD, estradiol-bound | Estrogen receptor (Homo sapiens), P03372 | TR-FRET ER-alpha LBD / SRC-1 peptide | inhibition, % at 25.6 µM | hit rate 1.7% among 86,000 | AID 629, 2007; in the data active = inhibition above about 50%;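 also: 0% = receptor plus peptide control and 100% = peptide only without receptor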
cytoskel mod = modifiers of F-actin cytoskeleton organization, primary screen, imaging, HUVEC, phalloidin staining, high-content imaging | AID 836, 2007 | HUVEC TNFa F-actin phalloidin imaging | hit rate 0.18% among 91,000 | inhibition, % at 2 µM;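 active = inhibition above the batch mean plus 3 SD and confirmed as a hit by visual image inspection, cut at about 30% in these data, passing the limit was not always enough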; also: strong numbers were not always called active
FAK inh = FAK kinase inhibitors, primary screen, biochemical; Focal adhesion kinase 1 (Homo sapiens), Q05397; biochemical FAK kinase activity assay; inhibition, %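 (tested at 7 µM)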; hit rate 0.84% among 97,000; AID 727, 2007; in the data active = inhibition above about 19%;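 also: 0% = DMSO and 100% = reference compound high control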
Target sequence (Q05397 whole entry, looked up): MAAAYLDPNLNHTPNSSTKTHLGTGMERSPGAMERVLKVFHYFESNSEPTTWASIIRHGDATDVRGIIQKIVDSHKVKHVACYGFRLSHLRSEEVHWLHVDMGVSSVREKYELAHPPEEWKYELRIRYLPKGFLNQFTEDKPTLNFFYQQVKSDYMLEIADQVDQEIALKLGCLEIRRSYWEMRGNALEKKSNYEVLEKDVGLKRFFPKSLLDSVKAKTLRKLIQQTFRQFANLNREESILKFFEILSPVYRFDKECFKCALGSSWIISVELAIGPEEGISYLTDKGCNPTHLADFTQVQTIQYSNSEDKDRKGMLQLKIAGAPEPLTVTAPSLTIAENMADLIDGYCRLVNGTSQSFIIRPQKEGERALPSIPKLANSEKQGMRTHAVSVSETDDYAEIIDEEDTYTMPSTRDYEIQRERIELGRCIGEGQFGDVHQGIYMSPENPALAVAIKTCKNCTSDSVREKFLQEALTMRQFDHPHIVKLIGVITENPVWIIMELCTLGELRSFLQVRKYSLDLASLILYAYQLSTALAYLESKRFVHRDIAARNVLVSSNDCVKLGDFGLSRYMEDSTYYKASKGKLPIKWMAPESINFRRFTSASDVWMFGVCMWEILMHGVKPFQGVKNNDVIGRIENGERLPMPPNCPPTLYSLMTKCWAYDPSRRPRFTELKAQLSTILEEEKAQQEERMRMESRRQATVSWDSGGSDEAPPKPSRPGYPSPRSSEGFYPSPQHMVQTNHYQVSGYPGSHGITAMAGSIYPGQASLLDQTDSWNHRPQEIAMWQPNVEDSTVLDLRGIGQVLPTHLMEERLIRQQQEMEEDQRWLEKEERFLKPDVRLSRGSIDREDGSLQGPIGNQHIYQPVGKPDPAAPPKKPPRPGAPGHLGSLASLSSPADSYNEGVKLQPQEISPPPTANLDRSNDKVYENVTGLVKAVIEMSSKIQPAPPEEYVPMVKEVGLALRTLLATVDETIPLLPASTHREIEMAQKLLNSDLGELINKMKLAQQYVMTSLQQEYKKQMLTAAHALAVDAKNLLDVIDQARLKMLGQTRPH
HUVEC tox IL1B = cytotoxicity in IL-1B stimulated HUVEC, primary screen, cytotoxicity control for IL-1B NFkB translocation project, imaging, Hoechst nuclear count, IL-1B stimulus. HUVEC cell count loss. cell count reduction, % at 2 µM. hit rate 0.41% among 94,000;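 active = cell count reduction more than 3 SD above the screen-wide mean, cut at about 70% in these data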;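 also: normalized per plate to untreated control cells as the no-loss baseline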
* marks the source's active call; other numbers are inactive results; x = no result given; [ ] = remark or other dose. This is a random part of the collection. Share with any hit: about 3.8%.

SMILES | VCAM1 TNFa inh | PTK2B oligo ant | HUVEC tox IL1B | cytoskel mod | HUVEC tox TNFa | LYP inh 2 | ERa coact inh | FAK inh | LYP act
CCCc1cc(C(=O)NCc2cccnc2)no1 | 12 | x | -39 | 8 | -11 | -5 | 2[fluorescence artefact?] | 3 | 4
Cc1nc(CC(=O)c2ccc(O)cc2O)cs1 | -22 | 0.82 | -14 | 21 | -8 | -7 | 2 | 1 | 10
C=COCCn1c(=N)n(CCC)c2ccccc21 | 10 | 0.73 | -30 | -2 | -19 | -12 | -5 | -3 | 9
Cc1cc(NC(=O)c2cc(C(C)C)on2)nn1Cc1ccc(Cl)cc1 | 2 | x | 0 | -6 | 8 | -2 | 12 | -1 | 1
NC(=O)c1c(NC(=O)CSc2nnc(-c3ccco3)n2N)sc2c1CCCC2 | -18 | 0.46 | 14 | 4 | -13 | 4 | x | 5 | -2
CCCCCn1c(C(Cc2ccccc2)NC(C)=O)nc2ccccc21 (configuration not stated) | 9 | x | 13 | -20 | 3 | 1 | -6 | -1 | -1
O=C(CCC1CCCCC1)N1CCN(Cc2ccc3c(c2)OCO3)CC1 | 22 | -0.49 | -112 | -3 | -6 | -4 | -4 | 0 | 4
Cn1cc(Br)c(C(=O)Nc2sc3c(c2C(N)=O)CCC3)n1 | 9 | -0.28 | 8 | -6 | -4 | 0 | -2 | 2 | -1
CCOC(=O)c1oc2ccc(S(=O)(=O)N3CCC(C)CC3)cc2c1C | 14 | 0 | -43 | 13 | -20 | 2 | x | -5 | -4
Cc1ncc2c(c1OC(=O)c1ccccc1)COC(C)(C)OC2 | 14 | -0.32 | 20 | -9 | -1 | -8 | 12 | 2 | 10
CCCC(C)C(=O)NCc1ccc2c(c1)OCO2 (configuration not stated) | 3 | 1.6 | -7 | 8 | -12 | 4 | 6 | 0 | -3
Cc1c(O)c(CN2CCCC2)cc2c3c(c(=O)oc12)CCC3 | 24 | -0.31 | 34 | -42 | -12 | -10 | 2 | 3 | 8
CCn1nc(C)c(NS(=O)(=O)c2ccccc2)c1C | 8 | 0.74 | -96 | 18 | -11 | 0 | 9[fluorescence artefact?] | 4 | -1
O=C(NCc1ccco1)c1ccccc1Nc1ccc(F)cc1 | 1 | 1 | 7 | -12 | -9 | -8 | -27 | 1 | 2
N#C/C(=C/c1ccc(N2CCOCC2)o1)c1nc2ccccc2[nH]1 | 9 | 1.4 | -6 | 26 | -31 | -1 | -41[fluorescence artefact?] | 4 | 1
CC(=NCc1ccco1)c1c(C(F)(F)F)[nH]n(-c2nc3ccccc3s2)c1=O | 0 | 0.09 | -8 | x | -15 | -2 | -1 | 5 | 4
CNC(=S)NC1CC2CCC(C1)N2Cc1ccccc1 (configuration not stated) | 14 | -0.01 | -62 | 19 | -3 | 8 | x | 1 | -6
CSc1cccc(NC(=O)CSc2nnc(C)s2)c1 | -6 | 1.4 | -7 | -17 | 13 | -2 | 2 | -1 | 0
Cc1ccc(N(CC(O)Cn2c3ccccc3c3ccccc32)S(C)(=O)=O)cc1 (configuration not stated) | 4 | 0.55 | -3 | 8 | -16 | -4 | -2 | 1 | 5
Cc1cc2ncn(CC(O)COC3CCCCC3)c2cc1C (configuration not stated) | 10 | 1.9 | 7 | -2 | -13 | 4 | 1 | 0 | -5
CCCCn1nc2cc(C(=O)NCC34CC5CC(CC(C5)C3)C4)ccc2c1OCC | 9 | x | -2 | 10 | -17 | -14 | x | 6 | 11
CC(/C=N/NC(=O)c1n[nH]c2c1CCC2)=C\c1ccccc1 | 67* | 0.43 | 6 | -10 | 70 | 9 | -6 | 5 | -9
COc1ccc(S(=O)(=O)N2CCCN(CCC(=O)Nc3cccc(C(F)(F)F)c3)CC2)cc1 | 7 | 0.55 | -11 | 2 | -34 | -15 | 0 | 3 | 16
Cn1c(=O)c2c(nc(CN3CCOCC3)n2CC(O)CO)n(C)c1=O (configuration not stated) | 17 | -0.42 | -122 | 0 | -13 | -18 | -1[fluorescence artefact?] | -1 | 17
COC(=O)c1ccc(COc2ccc(C3C4=C(CCCC4=O)Nc4onc(C)c43)cc2)cc1 (configuration not stated) | -1 | -0.19 | 5 | -8 | -2 | 8 | 9 | 3 | -2
CC1(C)NC(=O)N(CC(O)COc2cccc(F)c2)C1=O (configuration not stated) | 8 | x | 14 | 7 | -8 | -1 | -4 | 2 | -2
O=C(COc1ccccc1)Nc1ccc(S(=O)(=O)N2CCOCC2)cc1 | 4 | -0.76 | -7 | -3 | -14 | -6 | 3 | 1 | 4
CCOC(=O)/C(=C/c1c2ccccc2cc2ccccc12)NC(=O)c1ccccc1 | -5 | -0.51 | 92* | 7 | x | 4 | x | 5 | -1
CCCc1nc2ccccc2c(=O)n1-c1c(C)n(C)n(-c2ccccc2)c1=O | -8 | 0.77 | -43 | 0 | -22 | 3 | -17 | 0 | -3
COC(=O)c1cc(NC(=O)CC2SCCNC2=O)cc(C(=O)OC)c1 (configuration not stated) | 35 | 0.8 | -18 | -13 | 16 | -3 | 22 | 2 | -1

Three compounds out of the list above, ordered by the value under ERa coact inh, ascending:
mol	ERa coact inh
O=C(CCC1CCCCC1)N1CCN(Cc2ccc3c(c2)OCO3)CC1	-4
Cc1cc2ncn(CC(O)COC3CCCCC3)c2cc1C (configuration not stated)	1
CCCC(C)C(=O)NCc1ccc2c(c1)OCO2 (configuration not stated)	6

The list goes on:
SMILES | VCAM1 TNFa inh | PTK2B oligo ant | HUVEC tox IL1B | cytoskel mod | HUVEC tox TNFa | LYP inh 2 | ERa coact inh | FAK inh | LYP act
Cc1nn2c(C(F)(F)F)cc(-c3ccc(Cl)cc3)nc2c1C(=O)N1CCOCC1 | -32 | -0.32 | 6 | -5 | -1 | -3 | -4 | -5 | 2
CN(C)c1nc(N)nc(CSc2nnnn2-c2cccc3ccccc23)n1 | -1 | 0 | -11 | 8 | -13 | -3 | 26[fluorescence artefact?] | -11 | 7
N#CC1(C#N)COC23CCCCC2C1(C#N)C(=N)O3 (configuration not stated) | 6 | -0.3 | 4 | -8 | 0 | 8 | 19 | -12 | -8
CC1Cc2nc(SCC(=O)N3CCc4ccccc43)n(C)c(=O)c2S1 (configuration not stated) | -2 | -0.33 | -47 | x | -24 | 1 | 4 | -11 | -4
CCOc1ccc(-n2nc3ccc(NC(=O)c4ccc5c(c4)OCCO5)cc3n2)cc1 | -9 | 0.33 | 19 | 19 | 9 | 11 | 38[fluorescence artefact?] | 2 | -12
O=C(Cn1c(C(=O)NCC2CCCO2)cc2sccc21)c1ccccc1 (configuration not stated) | -1 | -1.3 | -9 | 8 | -6 | -2 | -1 | -4 | 0
O=C(CCC1CC(=O)Nc2ccccc21)NCc1ccccc1 (configuration not stated) | 0 | 1.7 | -5 | 16 | -10 | -12 | 2[fluorescence artefact?] | -1 | 13
Cn1c(=O)c2c(nc(NCCCO)n2C/C=C/c2ccccc2)n(C)c1=O | 9 | 1.5 | -4 | 11 | -15 | -7 | -9 | 1 | 7
CC12CC(NC(=O)N1c1ccc(C(=O)N3CCN(c4ccc(F)cc4)CC3)cc1)c1ccccc1O2 (configuration not stated) | 4 | 1.7 | 8 | 4 | -14 | -1 | 3 | 1 | -2
CCOc1ccccc1NC(=O)N1C2CCCC1CC(NC(=O)C1CC1)C2 (configuration not stated) | 0 | 0.27 | 4 | 19 | 63 | 12 | 8 | -12 | -9
O=C(Nc1cccc(F)c1)c1cc(S(=O)(=O)N2CCC(C(=O)O)CC2)ccc1F | 0 | -1.8 | -20 | -2 | -14 | -3 | 3 | -11 | 0
COC(=O)c1sc2ncn(-n3c(C)ccc3C)c(=O)c2c1C | 11 | 0.23 | -1 | x | -15 | 3 | -6 | -1 | -7
CCCCC(OC(=O)c1cc2occc2n1C)C(=O)NCC1CCCO1 (configuration not stated) | 6 | 1.5 | 9 | 9 | -6 | -6 | 2 | 2 | 3
CCN(C(=O)COc1ncnc2scc(-c3ccc(F)cc3)c12)C1CCS(=O)(=O)C1 (configuration not stated) | -1 | 0.92 | -18 | 11 | -27 | -10 | 7[fluorescence artefact?] | -5 | 7
CCc1nc2sc3ccccc3c(=O)c2c(=O)n1CCOC | 25 | 1.1 | -16 | 6 | -2 | 10 | x | 13 | -5
NC(=O)c1sc2nc3c(c(-c4cccs4)c2c1N)CCCCC3 | 16 | 0.72 | -15 | -2 | 20 | 1 | 19 | 7 | 1
Cc1sc(=NC(=O)c2ccco2)n(C)c1-c1ccccc1 | 3 | 1.4 | 19 | 23 | -25 | 5 | x | -11 | -2
COc1ccc(-c2noc(CCCc3ccccc3)n2)cc1OC | 20 | -1.7 | -10 | 3 | -45 | -2 | 24[fluorescence artefact?] | -1 | 2
CCOC(=O)C1=C(c2ccccc2)Nc2ncnn2C1c1cccc(OC)c1OC (configuration not stated) | -6 | -1.1 | 1 | -33 | 11 | 0 | -24 | 4 | 3
CCC(=O)N(Cc1cc2ccc(C)cc2n2nnnc12)C1CCCCC1 | 5 | -1.2 | 12 | -8 | -10 | -3 | -27 | 2 | 0
COC(=O)c1ccc(C2C(Oc3ccccc3C)C(=O)N2CCc2ccc(OC)c(OC)c2)cc1 (configuration not stated) | 13 | -1.8 | 2 | 3 | -16 | -12 | x | -7 | 16
CC(O)CNc1ncnc2nc[nH]c12 (configuration not stated) | -3 | -0.3 | -53 | 11 | 0 | -2 | -1[fluorescence artefact?] | -1 | 0
O=C(NC1CCCCC1)C(c1ccccc1F)N(Cc1ccco1)C(=O)Cn1nnc2ccccc21 (configuration not stated) | 4 | -0.9 | -4 | -18 | -30 | 6 | 1 | -2 | -5
CC12CCC(C(=O)NCc3ccc4c(c3)OCO4)(C(=O)C1=O)C2(C)C (configuration not stated) | 25 | 0.21 | -11 | 4 | -31 | 16 | -6 | 3 | -15
CC(C)(C)C(=O)Nc1sc2c(c1-c1nc3ccccc3[nH]1)CCCC2 | -8 | 0.35 | -12 | -8 | -8 | -2 | -7 | -1 | 2
Cc1cc(=O)n2[nH]c(COc3ccccc3)nc2n1 | -9 | 0.73 | 22 | -6 | -19 | -15 | -8 | 1 | 15
O=C(Nc1ccc2c(c1)OCCO2)N1CCN(c2ccccc2)CC1 | -12 | 1.2 | 15 | 1 | -10 | -7 | x | 1 | 10
O=C(CN1C(=O)CC(c2ccco2)Sc2ccccc21)NCc1ccc2c(c1)OCO2 (configuration not stated) | -7 | -0.52 | 4 | 20 | -33 | 4 | x | 0 | -2
Cc1onc(-c2ccccc2Cl)c1C(=O)N(C)C1CCCCC1 | 3 | x | -8 | 16 | -36 | 0 | -1 | -5 | -3
CC(=O)Nc1ccc(Cl)c(C(N)=O)c1 | 2 | 1.1 | -25 | 8 | -8 | -12 | -2 | 2 | 11
